S100A4 MyoIIA – S100A4-myosin IIA interaction inhibition; inhibition, % at 10.7 µM; P26447; hit rate 0.14% among 360,000; S100A4/TAMRA-MyoIIA peptide fluorescence polarization;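 active = mean inhibition of at least 70% across replicates, with every replicate also reaching that level; inconclusive = mean inhibition reaches 70% but some replicates fall short; inactive = mean inhibition below 70%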
Target sequence (P26447 whole entry, looked up): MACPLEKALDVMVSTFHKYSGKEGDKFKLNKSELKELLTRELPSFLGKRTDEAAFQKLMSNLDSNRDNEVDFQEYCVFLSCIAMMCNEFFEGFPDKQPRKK
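Material: S100A4 monomer (human). Medium: Calcium-containing HEPES buffer, pH 7.2. Probe or stimulus: labelled myosin peptide probe, 5 nM. Compound dosing: one concentration per compound. Timing: polarization read 5 min after assay mix addition, stable 5–60 min. Benchmarks: DMSO as neutral control, TFP as positive control.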
Statin myotox sup – suppressors of simvastatin-induced myotoxicity in C2C12 myotubes; ATP luminescence, 48 h; scaled: DMSO 0, geranylgeraniol control 100; rescue of ATP level, % at 7.49 µM; hit rate 0.78% among 330,000;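 active = mean ATP rescue above about 67%, or every replicate alone reaching that limit, limit read from the data, passing the limit was not always enough; inconclusive = no clear call, values can overlap the other calls; inactive = mean under the limit and some replicate under it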;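 also: myotubes were challenged with 10 µM simvastatin during compound exposure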
ERp5 block – inhibitors of human ERp5; hit rate 0.05% among 350,000; AID 651711; inhibition, % at 9.99 µM; ERp5 insulin aggregation, absorbance 650 nm, 90 min;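 active = mean replicate inhibition above about 25%, with every replicate also reaching it, limit read from the data, passing the limit was not always enough; inconclusive = only one of those two criteria met; inactive = neither criterion met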
DENV2 CPE rescue – protects cells from dengue virus 2 cytopathic effect. DENV2-infected cells, cytopathic effect rescue, plate reader. CPE inhibition, % at 9.99 µM. hit rate 1.7% among 350,000. AID 651640; in the data active = CPE inhibition above about 20%, passing the limit was not always enough; inconclusive = no clear call, values can overlap the other calls; tested in BHK-21 cells;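 also: 0% = median of neutral control wells and 100% = median of positive control wells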
PglD DTNB – inhibitors of Campylobacter jejuni PglD acetyltransferase; AID 602405; purified PglD enzyme, DTNB colorimetric CoA detection; hit rate 0.098% among 360,000; inhibition, % at 12.5 µM; in the data active = inhibition above about 16%, passing the limit was not always enough; inconclusive = no clear call, values can overlap the other calls; also: strong numbers were not always called active
E-selectin induc – induces E-selectin expression in human endothelial cells; P16581; HUVEC E-selectin immunofluorescence imaging; normalized: neutral wells 0, TNF-alpha wells 100; activation, % at 7.58 µM; hit rate 0.37% among 260,000;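 active = mean E-selectin-positive cell signal at least 10% of the positive control, reached in at least 60% of replicates, without over 20% cell loss; inconclusive = no rule given, readout overlaps actives, possibly toxicity-flagged; inactive = the rest, including those meeting only one limit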;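 also: in these data hits start at about 27%; measured in HUVEC primary endothelial cells; signal is the percent of cells scored E-selectin positive by PE staining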
Target sequence (P16581 whole entry, looked up): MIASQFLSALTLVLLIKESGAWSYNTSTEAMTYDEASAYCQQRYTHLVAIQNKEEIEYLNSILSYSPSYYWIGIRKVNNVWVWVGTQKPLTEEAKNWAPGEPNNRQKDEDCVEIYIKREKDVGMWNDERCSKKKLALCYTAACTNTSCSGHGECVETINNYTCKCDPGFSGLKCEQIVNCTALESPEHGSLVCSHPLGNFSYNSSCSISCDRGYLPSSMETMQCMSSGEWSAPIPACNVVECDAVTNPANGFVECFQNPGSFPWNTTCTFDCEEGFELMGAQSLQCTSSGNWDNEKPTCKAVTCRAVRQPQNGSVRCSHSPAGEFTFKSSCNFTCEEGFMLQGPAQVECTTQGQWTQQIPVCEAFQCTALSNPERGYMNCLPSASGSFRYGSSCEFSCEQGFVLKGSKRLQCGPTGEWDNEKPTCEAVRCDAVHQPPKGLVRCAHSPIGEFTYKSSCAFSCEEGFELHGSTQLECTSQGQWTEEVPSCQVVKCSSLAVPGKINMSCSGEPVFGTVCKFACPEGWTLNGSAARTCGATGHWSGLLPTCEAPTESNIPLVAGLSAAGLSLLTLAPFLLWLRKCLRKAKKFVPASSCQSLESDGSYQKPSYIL
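System: HUVEC / Compound: single concentration / Signal: immunofluorescence imaging / Read-out: percent E-selectin-positive cells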
SIRT5 inh – blocks human SIRT5 desuccinylation of peptide; Q9NXA8; Purified SirT5, succinyl-peptide AMC, trypsin-coupled fluorescence; inhibition, % at 15 µM; hit rate 1.1% among 330,000; in the data active = inhibition above about 15%; inconclusive = no clear call, values can overlap the other calls
Target sequence (Q9NXA8 whole entry, looked up): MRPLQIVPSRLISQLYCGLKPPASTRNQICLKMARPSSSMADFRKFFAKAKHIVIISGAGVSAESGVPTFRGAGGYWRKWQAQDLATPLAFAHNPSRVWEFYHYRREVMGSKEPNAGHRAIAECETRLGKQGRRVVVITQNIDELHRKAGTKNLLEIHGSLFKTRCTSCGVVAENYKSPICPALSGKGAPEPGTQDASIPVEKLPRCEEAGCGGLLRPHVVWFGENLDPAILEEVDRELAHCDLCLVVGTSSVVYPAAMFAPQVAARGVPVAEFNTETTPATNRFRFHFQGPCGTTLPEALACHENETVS
An asterisk follows results filed as active; ? = inconclusive; . = not tested or not shown; & = joins results of further samples.

SMILES	S100A4 MyoIIA	Statin myotox sup	ERp5 block	DENV2 CPE rescue	PglD DTNB	E-selectin induc	SIRT5 inh
C=CCn1c(O)c(C=Nc2ccccc2)sc1=S	10	2	8	-3	7	-1.7	-5
COc1cccc(NC(=O)CN(C)C(=O)c2cc(C)on2)c1	-5	27	-2	?	-4	.	-3
O=C(C[C@H]1C[C@H]2c3cc(NC(=O)c4cccnc4)ccc3O[C@H]2[C@@H](CO)O1)NCc1cc(F)ccc1F	-5	1	3	0	3	-0.3	0
N#Cc1c(N2CCCCC2)nc(N)c2c(N)nc(SCC(=O)O)cc12	-10	.	1	?	0	.	7
C[C@@H]1CN([C@@H](C)CO)C(=O)c2cc(NC(=O)c3ccncc3)ccc2O[C@@H](C)CCCCO[C@@H]1CN(C)C(=O)NC1CCCCC1	2	.	4	-7	2	0.0	3
O=C(NC[C@H]1[C@H](c2ccccc2)[C@H](CO)N1CC1CCCC1)C1CC1	6	13	-2	-10	-3	0.4	-5
COc1ccc2c(C#N)c3ccccn3c2c1	-5	16	-2	1	2	.	-3
CC(C)(C)C(=O)Nc1cc2c3c(c1)CCN3C(=O)CC2	-1	-7	1	-6	-2	.	-4
C[C@H](CO)N1C[C@H](C)[C@H](CN(C)S(=O)(=O)c2ccccc2)Oc2c(NC(=O)c3nc4ccccc4s3)cccc2C1=O	-8	17	-4	-14	-3	0.4	6
O=C(COc1cccc2ccccc12)N1CCN(c2ccccn2)CC1	3	-1	2	-3	-4	.	18*
COc1ccccc1Nc1nnc(SCC(=O)c2c(N)n(C3CC3)c(=O)[nH]c2=O)s1	-25	-7	4	2	-1	0.0	-5
Cc1ccc(S(=O)(=O)N(C)C[C@@H]2Oc3ccc(NC(=O)c4ccncc4)cc3C(=O)N([C@H](C)CO)C[C@@H]2C)cc1	-22	-5	1	5	1	1.7	-3
O=C(Cc1ccccc1)N1CCC(c2ccccc2)C1 (stereo not given)	-3	15	-1	6	.	0.2	-9
COc1ccccc1C(C[N+](=O)[O-])c1c[nH]c2ccccc12 (stereo not given)	2	10	2	3	.	0.0	-6
O=C1CN(C(=O)c2ccc(Cl)nc2)c2ccccc2N1	4	.	0	-5	.	-0.1	-5
O=C(CNC(=O)c1ccc(Br)o1)NCc1cccc(Cl)c1	3	-5	-10	8	3	.	0
C[C@@H]1CCCCO[C@@H](CN(C)C(=O)CCC(F)(F)F)[C@@H](C)CN([C@H](C)CO)C(=O)c2cc(NS(=O)(=O)c3cccs3)ccc2O1	-2	.	1	10&-8	0	-0.1	-5
CCOC(=O)[C@]12CCCC=C1N(Cc1ccc(Cl)cc1Cl)C(=O)[C@H](CC(=O)N1CCOCC1)C2	-18	.	0	0	.	1.0	-1
Cc1ccc(C)c(OCCC(=O)OCC(=O)Nc2ccc(Cl)cn2)c1	-5	-5	-4	3	3	.	10
Cc1c(N=Nc2ccc(O)cc2)c(=O)n(-c2ccccc2)n1C	0	38	3	-3	.	6.3	6

Complete entries as entered above:
Entry for O=C(COc1cccc2ccccc12)N1CCN(c2ccccn2)CC1 → S100A4 MyoIIA = 3; Statin myotox sup = -1; ERp5 block = 2; DENV2 CPE rescue = -3; PglD DTNB = -4; E-selectin induc = .; SIRT5 inh = 18*
Entry for N#Cc1c(N2CCCCC2)nc(N)c2c(N)nc(SCC(=O)O)cc12 → S100A4 MyoIIA = -10; Statin myotox sup = .; ERp5 block = 1; DENV2 CPE rescue = ?; PglD DTNB = 0; E-selectin induc = .; SIRT5 inh = 7

Carrying on:
SMILES	S100A4 MyoIIA	Statin myotox sup	ERp5 block	DENV2 CPE rescue	PglD DTNB	E-selectin induc	SIRT5 inh
CC1(C)Cc2ccccc2C2=NNC(=O)C2=N1	1	-3	4	?	4	.	-8
Cc1ccc(C(=O)OCC(=O)Nc2ccc3[nH]c(=O)[nH]c3c2)cc1[N+](=O)[O-]	0	4	-4	5	1	.	-1
Cc1ccccc1NC(=O)CN1C(=O)NC2(CCCCCCC2)C1=O	-6	16	12	-8	8	0.1	-1
Cc1ccc(S(=O)(=O)Cc2ccc(C(=O)N3CCCC3)o2)cc1	8	1	3	10	1	.	.
COc1cc(NC(=O)COc2ccccc2C)ccc1NC(=O)c1ccco1	-2	1	4	-9	-2	-0.2	0
Cc1ccc(C(=O)OCC(=O)Nc2cc(S(=O)(=O)N3CCOCC3)ccc2C)cc1	-12	6	-1	?	-2	.	-7
COc1ccc(N2CC(C(=O)Nc3ccc(S(=O)(=O)N4CCOCC4)cc3)CC2=O)cc1 (stereo not given)	-3	3	0	0	-7	.	.
O=C(COc1cccc(C(F)(F)F)c1)Nc1ccc(S(=O)(=O)N2CCCC2)cc1	1	116*	-2	-3	4	.	-1
O=C(N/N=C/c1cccc([N+](=O)[O-])c1)c1cccc(Br)c1	-9	.	1	3	.	.	-2
CCOC(=O)c1nc2ccccc2c(C)c1C	-3	-7	1	0	2	2.4	-3
Cc1ccccc1NC(=O)N1CCN(S(=O)(=O)c2ccccc2)CC1	-37	7	-3	4	.	.	3
COc1ccccc1OCC(=O)NNC(=O)C1CCN(c2ncnc3sc(C)c(C)c23)CC1	-5	-3	4	-2	-7	.	6
C=CCN1C(=O)C(=O)N(CC(=O)c2ccc3c(c2)CCCC3)C1=O	-10	3	1	-3	0	.	-4
O=C(NCCc1ccccc1)c1ccc(=O)oc1	-10	.	-7	.	6	.	5
C[C@H](CO)N1C[C@H](C)[C@@H](CN(C)CC2CC2)Oc2ccc(NC(=O)c3ccncc3)cc2CC1=O	.	7	?	9	3	0.0	2
Cc1ccc(C(=O)NC(C)c2ccc(-n3ccnc3)cc2)o1 (stereo not given)	-7	-12	-8	0	.	0.2	-2
COc1ccc(C)cc1NC(=O)NCCC1=CCCCC1	-4	-17	-1	-3	8	.	-1
CCC(=O)Nc1ccc(Cl)c(NC(=O)c2c(OC)cccc2OC)c1	-10	.	5	9	.	.	3
O=C1Nc2ccccc2C(=O)N2[C@H](c3ccc(F)cc3)[C@@H]3C(=O)N(Cc4ccccc4)C(=O)[C@@H]3[C@H]12	-4	3	1	-12	0	-0.1	-2
COc1ccc(C2/C(=C(/O)c3ccc(Br)cc3)C(=O)C(=O)N2C)cc1OC (stereo not given)	1	-4	1	4	0	1.9	-1
COCC#Cc1ccc2c(c1)O[C@@H](CN(C)C(=O)C1CCCCC1)[C@H](C)CN([C@@H](C)CO)S2(=O)=O	3	-21	1	?	-2	0.7	2
C[C@@H]1CN([C@H](C)CO)C(=O)c2cc(NC(=O)c3ccncc3)ccc2O[C@@H](C)CCCCO[C@H]1CN(C)S(=O)(=O)c1cccs1	-21	.	7	-3	-3	.	-5
CC(CCc1ccccc1)NC(=O)COC(=O)C1CCC(C(C)(C)C)CC1 (stereo not given)	-1	4	4	5	4	-0.1	1
O=C(Cn1c(=O)c2ccccc2n(CC(=O)N2CCCCC2)c1=O)N1CCCCC1	3	6	1	5	4	0.3	-15
CC1CCC(NC(=O)C(NC(=O)c2ccccc2)C(C)C)CC1 (stereo not given)	0	.	3	-1	.	.	-3
C[C@@H]1CN([C@H](C)CO)C(=O)c2cc(C#CCN(C)C)cnc2O[C@@H]1CN(C)C(=O)c1cccnc1	6	18	-6	?	1	0.1	-3
CCOC(=O)[C@@H]1[C@H]2COc3ccccc3[C@H]2N2C(=O)N(c3cccc(F)c3)C(=O)[C@]12C	2	-3	2	.	-1	-0.1	.
C/C=C/c1ccc([C@H]2[C@@H](CO)N(S(=O)(=O)CC)[C@H]2CN(C)C(=O)CC)cc1	8	.	3	?	.	0.2	0
Cc1cn([C@H]2C[C@H](O)[C@@H](CNCc3cc(Cl)ccc3OCc3ccc(Cl)cc3)O2)c(=O)[nH]c1=O	0	-9	3	-2	-6	0.0	12
C[C@]12CCC3C4(C=CC5(C=C4C(=O)C4CCCCC4)C[C@@H](O)CC[C@]35C)C1CC[C@@]2(O)CN1CCC(n2c(=O)[nH]c3ccccc32)CC1 (stereo not given in full)	1	.	2	13	-3	.	-1
Cc1ccccc1NC(=O)C1CCN(C(=O)N2CCOc3ccccc32)CC1	63	24	6	10	3	3.3	-1
CCOc1ccc(N2C(=O)S/C(=C\c3ccc(O)c(OC)c3)C2=O)cc1	-1	1	5	2	.	3.0	-7
COc1ccc2c3c(n(C)c2c1)[C@H](CO)N(C(=O)NC(C)C)CC31CCN(CC2CCCCC2)CC1	57	.	3	7	.	0.6	.
CCOC(=O)N1CCN(S(=O)(=O)N2CCCC(C(=O)NC(C)c3ccccc3)C2)CC1 (stereo not given)	3	9	4	-1	-4	-0.3	-2
CCOC(=O)c1c(O)cc(C)cc1Nc1ccccc1	-5	-16	-3	-6	-2	.	-1
NC(=O)c1nsc(C(=O)N(c2ccccc2)C(C(=O)NCC2CCCO2)c2ccc3ncccc3c2)c1N (stereo not given)	6	4	0	11	3	-6.2	-3
O=C([C@H]1[C@H](CO)[C@H]2Cn3c(cccc3=O)[C@@H]1N2CCC(F)(F)F)N1CCCCC1	0	-2	-4	-2	-1	0.2	1
CN(C)c1ccc2c(c1)[C@H]1C[C@@H](CC(=O)N3CCc4ccccc4C3)O[C@@H](CO)[C@H]1O2	19	-3	3	-3	2	0.3	0
CCCCn1c(N)c(N(C)C(=O)C2CC(=O)N(Cc3ccco3)C2)c(=O)[nH]c1=O (stereo not given)	-6	-7	2	9	1	0.2	0
CC(=O)Nc1cc2c(cc1Br)-c1ccccc1C2	-3	2	-8	0	-1	3.4	.

As entered above.
S100A4 MyoIIA result of C/C=C/c1ccc([C@H]2[C@@H](CO)N(S(=O)(=O)CC)[C@H]2CN(C)C(=O)CC)cc1 stands at 8
SIRT5 inh result of CCOc1ccc(N2C(=O)S/C(=C\c3ccc(O)c(OC)c3)C2=O)cc1 stands at -7

Next entries:
SMILES	S100A4 MyoIIA	Statin myotox sup	ERp5 block	DENV2 CPE rescue	PglD DTNB	E-selectin induc	SIRT5 inh
CC(=O)Nc1ccc(OCC(=O)NCCc2ccccc2)cc1	7	6	0	5	0	2.0	-10
Cc1ccc(CN(Cc2cccnc2)C(=S)Nc2cc(Cl)ccc2C)cc1	2	-14	-1	6	-1	10.0	3
CN(C(=O)CSc1nnc(Nc2ccccc2F)s1)C1CCS(=O)(=O)C1 (stereo not given)	14	-5	2	-4	0	.	0
COCC(=O)N(C)C[C@H]1[C@@H](c2ccc(-c3cccnc3)cc2)[C@H](CO)N1C(C)=O	7	18	-3	-11	4	0.0	9
COc1ccc(N(C)S(=O)(=O)c2ccc3c(c2)CCC(=O)N3)cc1	-1	-1	2	4	-3	.	-5
O=C(Nc1nc(-c2ccc(Cl)s2)cs1)c1ccncc1	1	-10	6	7	2	.	-4
O=C(OCC(=O)N1CCOCC1)c1ccc(Br)cc1	-20	-11	1	-1	-1	0.1	8
CCCN1CCC(NC(=O)Cc2ccccc2C)CC1	0	4	0	-10	0	.	1
CCOc1cc(/C=C2\N=C3CCCCCN3C2=O)ccc1O	0	.	6	5	.	0.8	4
Cc1cc(C)nc(NNS(=O)(=O)c2c(C)cc(C(C)(C)C)cc2C)n1	-8	-1	0	-5	4	-0.2	0
Cc1[nH]c2ccc(C(=O)N3CCN(c4ccccn4)CC3)cc2c1C	2	13	3	-5	-7	-0.1	4
NS(=O)(=O)c1c(Sc2ccccc2C(=O)O)ccc2ccccc12	-13	0	0	5	0	.	-1
CSc1ccccc1NC(=O)COC(=O)c1c[nH]c(=O)[nH]c1=O	-2	6	-14	1	3	.	-1
CCN(CC)c1nc2ccccc2n(Cc2cccc(OC)c2)c1=O	-4	3	3	3	2	-0.1	-4
Oc1cccc(NC(=S)Nc2ccccc2)c1	-3	-25	5	4	-13	0.4	-5
CCC(=O)N(C)C[C@@H]1Oc2cc(C#Cc3cccnc3)ccc2S(=O)(=O)N([C@H](C)CO)C[C@@H]1C	9	29	2	-4	-1	0.8	-1

Source: PubChem BioAssay

The list is partial; the hit share may differ from the screen's.
